# Lipid storage S3 – qHTS Assay for Lipid Storage Modulators in Drosophila S3 Cells | 320,000 tested, 0.64% active | lipid storage change, negative = inhibition, % at the top dose, mostly 46.1 µM; hits show Potency in µM | Drosophila S3 cells, BODIPY lipid droplet fluorescence, 18-24 h; cells fed with added oleic acid; active means well fitted inhibition curve with a large enough effect in the signal ratio, with a control signal flat, not every such curve was filed as active; inconclusive means small, poorly fitted or top-dose-only effect, or effect the other way, or a change in a side signal; the % refers to the signal ratio
#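 Drosophila S3 cells loaded with oleic acid (400 uM, as added) and compounds at several concentrations; lipid droplets imaged by 488-nm laser-scanning cytometry, 500–530 nm intensity and object ratio to cell channel. Percent activity normalized to 20 uM Triacsin C.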
# Lipid storage S3 cell count max – also measured in Lipid storage S3; calls as there; cell number change, %; measured here: cell count max response;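 cells counted by Cell Tracker Red CMTPX staining in the red channel; peak over a dose series mostly up to 46.1 µM; percent activity relative to internal control wells on each plate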
# Starred values were filed as active, the others as inactive; i = inactive; ? = inconclusive; . = not tested or not shown. On the % scale 0 is the no-effect control and ±100 the full control effect; potency means the concentration at half of the fitted maximal effect.
# A first look, 5 compounds:
Molecule	Lipid storage S3	Lipid storage S3 cell count max
O=C(CSc1ncccn1)N1CCN(C(c2ccccc2)c2ccccc2)CC1	?	.
Oc1ccccc1C=NC(c1ccccc1)C(O)c1ccccc1 (stereo not given)	?	.
CN(C)c1nc(N)nc(Cn2nnc(-c3ccc(C(F)(F)F)cc3)n2)n1	-3.7%	3.6
COc1ccc(CN2CCNC(=O)C2CC(=O)NCc2cn[nH]c2-c2ccccc2)c(F)c1 (stereo not given)	i	-16.0
COC(=O)c1oc2ccccc2c1-n1cccc1	-3.2%	-1.4

# The whole of this part, repeating the preview:
Molecule	Lipid storage S3	Lipid storage S3 cell count max
O=C(CSc1ncccn1)N1CCN(C(c2ccccc2)c2ccccc2)CC1	?	.
Oc1ccccc1C=NC(c1ccccc1)C(O)c1ccccc1 (stereo not given)	?	.
CN(C)c1nc(N)nc(Cn2nnc(-c3ccc(C(F)(F)F)cc3)n2)n1	-3.7%	3.6
COc1ccc(CN2CCNC(=O)C2CC(=O)NCc2cn[nH]c2-c2ccccc2)c(F)c1 (stereo not given)	i	-16.0
COC(=O)c1oc2ccccc2c1-n1cccc1	-3.2%	-1.4
O=C1CCC(C(=O)N2CCN(c3ccccc3Cl)CC2)CN1CC1CCCCC1 (stereo not given)	-6.9%	-0.7
CC(C(=O)Nc1ccc2c(c1)OCO2)N1CCC(N2CCCCC2)CC1 (stereo not given)	?	.
Cc1cc(CNC(=O)COc2ccc(C#N)cc2)c2ccccc2n1	?	.
O=C(NCCNC(=O)c1cc(OCC(F)(F)F)ccc1OCC(F)(F)F)Nc1ccc(OC(F)(F)F)cc1	?	.
Cc1cc(C)cc(NC(=O)CCN2C(=O)c3ccccc3S2(=O)=O)c1	?	.
CC1(C)SC2c3ccccc3C(=O)N2[C@@H]1C(=O)O (stereo not given in full)	?	.
CC(O)CNC(=O)Cc1cc(=O)[nH]c(=O)[nH]1 (stereo not given)	-15.4%	-0.4
COc1cc(NC(=O)c2cc(S(=O)(=O)N3CCc4ccccc43)cn2C)cc(OC)c1OC	?	.
O=C(Nc1cccc(NC(=O)c2cccs2)c1)c1ccc(F)cc1	-2.5%	-5.6
COCCN1C(=O)c2[nH]nc(-c3ccccc3O)c2C1c1ccc(OC)cc1 (stereo not given)	?	.
CCn1c(CSc2nc3ccccc3s2)nc2ccccc21	?	.
C[C@@H](CN1C(=O)C(=O)NC[C@@H]1Cc1ccc(O)cc1)NC(=O)Cc1ccccc1	?	.
COC(=O)c1cccc(-n2c(C)cc(C=O)c2C)c1	-6.0%	-12.7
O=C(COC(=O)CNC(=O)c1ccccc1F)Nc1ccc2c(c1)OCCO2	1.8%	1.5
CCc1nc2ccccc2n1CC(C)C(=O)O (stereo not given)	3.2%	-7.1
CCn1c(C(=O)NCCCN2CCc3ccccc3C2)cc2sccc21	i	.
COc1ccccc1CNC(=O)c1cccc(S(=O)(=O)N2CCN(C)CC2)c1	?	.
O=C(NC1CC1)c1ccc2c(c1)N(Cc1ccc(Cl)cc1)CCS2	13.0%	-3.5
Cc1ccnc(SCCn2c(N3CCN(c4ccccc4)CC3)nc3c2c(=O)[nH]c(=O)n3C)n1	1.7%	4.5
N#Cc1ccc(N2CCN(C(=O)c3cccc(F)c3)CC2)c(F)c1	?	.
Cc1[nH]n(-c2ccccc2)c(=O)c1/C=N/NC(=O)c1ccc(O)cc1O	8.8%	0.4
Cc1ccc(OCCN(C)C(=O)C2CCC(=O)N(Cc3ccccc3F)C2)cc1 (stereo not given)	?	.
COc1cccc(C2c3c(oc4ccccc4c3=O)C(=O)N2CCCN2CCOCC2)c1 (stereo not given)	-4.8%	6.1
COc1ccc(CCNC(=O)CSc2nnc(-c3ccco3)c(-c3ccco3)n2)cc1OC	11.5%	-1.8
COC(=O)c1nnn(-c2nonc2N)c1CN1CCc2ccccc21	?	.
Cc1c(Cl)cccc1N=Cc1ccc([N+](=O)[O-])s1	?	.
O=C(Nc1ccccc1Cc1ccccc1)c1oc2ccccc2c1COc1ccccc1	?	.
Nc1cc(C2CCCC2)nn1-c1ccccc1	?	.
O=C(CCc1ccc(S(=O)(=O)N2CCOCC2)cc1)N1CCN(Cc2ccc3c(c2)OCO3)CC1	-11.4%	-6.0
CC1=C(C)CC(C(=O)Nc2cccc(Cl)c2)C(C(=O)O)C1 (stereo not given)	i	.
CCn1cc(C(=O)NCCC(C)C)c(=O)c2cc(F)c(N3CCN(C)CC3)cc21	-1.7%	-10.5
Cn1cc(C(=O)c2ccc(Cl)cc2Cl)cc1C(=O)N/N=C(\N)COc1ccc(Cl)cc1Cl	?	.
O=S(=O)(Nc1ccc(F)cc1)c1ccc(NC(=S)Nc2ccccc2)cc1	i	.
COc1ccc(NC(=O)CN2CCN(S(=O)(=O)c3ccc(Cl)cc3)CC2)cc1Cl	?	.
Oc1ccc(-c2cc(-c3ccc(O)cc3)nc(-c3ccccc3)n2)cc1	?	.
CC1CN(c2nc3ccccc3nc2C(C#N)C(=O)OC2CCCCC2)CC(C)O1 (stereo not given)	i	.
O=C(COc1ccc2c(c1)oc(=O)c1ccccc12)N[C@@H](Cc1c[nH]c2ccccc12)C(=O)O	-38.7%	-15.4
COc1cc(-c2noc(C)c2C#CCO)cc(OC)c1OC	i	5.8
Cc1cc(C)cc(NC(=O)C2CCCN(S(=O)(=O)c3c(C)noc3C)C2)c1 (stereo not given)	?	.
COc1ccc(C(C(=O)NCc2ccccc2)N(Cc2ccco2)C(=O)c2cnccn2)cc1 (stereo not given)	0.6%	2.0
Cc1cc(Cl)ccc1OCCCC(=O)OCC(N)=O	?	.
Cc1ccc2c(c1)c(N=NC(N)=S)c(O)n2Cc1ccccc1	i	.
CCCc1ccc(S(=O)(=O)N2CCN(C(C)C(=O)NCc3ccc(OC)cc3)CC2)cc1 (stereo not given)	4.6%	-10.2
CC1CCc2c(sc(NC(=O)CSc3ncn[nH]3)c2C#N)C1 (stereo not given)	?	.
O=C(NCCCN1CCCC1=O)c1nnc(Cc2c(F)cccc2Cl)o1	?	.
O=C(N/N=C/c1ccc(N2CCOCC2)cc1)c1ccccn1	-0.4%	3.1
CCc1nc(SCc2ccc(F)cc2)n[nH]1	i	.
CO[C@H]1/C=C/O[C@@]2(C)Oc3c(C)c(O)c4c(O)c(c(C=NN5CCN(C)CC5)c(O)c4c3C2=O)NC(=O)/C(C)=C\C=C\[C@H](C)[C@H](O)[C@@H](C)[C@@H](O)[C@@H](C)[C@H](OC(C)=O)[C@@H]1C	-4.8%	-9.8
CCc1nnc(NC(=O)CCC(=O)NC2CCCCCC2)s1	i	4.6
Cc1cc(NS(=O)(=O)c2c(C)[nH]c(=O)[nH]c2=O)ccc1Br	7.0%	.
O=C(/C=C/Nc1cccc(C(F)(F)F)c1)C(F)(F)F	?	.
COc1ccc(NC(=O)COC(=O)c2ccc(OCc3c(C)noc3C)cc2)cc1OC	12.4%	.
C=C(C)CNC(=S)N1CCNC(=O)C1CC(=O)OC (stereo not given)	?	.
COc1cc2c(C(=O)N3CCN(c4ccccc4)CC3)c(C)oc2cc1Br	-4.3%	-13.2
CCOC(=O)c1cn(CC(=O)Nc2ccc(OC)cc2OC)nn1	-8.8%	-15.8

# Remaining list, next part:
Molecule	Lipid storage S3	Lipid storage S3 cell count max
Oc1ccccc1N1CCN(c2ncccn2)CC1	?	.
CCCOc1ccc(C(=O)NNC(=O)CCNC(=O)c2ccco2)cc1OC	?	.
C(=C\c1ccccn1)/c1cccnc1	?	.
CCCNS(=O)(=O)c1ccc(OCC(=O)Nc2ccccc2F)cc1	7.9%	6.3
Cc1ccccc1CN1CCN(C(=O)c2ccc(S(=O)(=O)NCc3ccco3)cc2)CC1	?	.
Cc1ncsc1C(=O)N1N=C2/C(=C/c3ccc(N4CCOCC4)cc3)CCCC2C1c1ccc(N2CCOCC2)cc1 (stereo not given)	2.4%	1.4
COc1ccc(OC)c(C(=O)c2coc3ccc(O)cc23)c1	?	.
NNC(=S)Nc1ccc(OC(F)(F)F)cc1	18.6%	3.0
Cc1cccc(NNC(=S)Nc2c(C)cccc2C)c1	?	.
COc1ccc(CSCC(=O)N/N=C/c2ccccc2OCc2ccccc2)cc1	i	18.3
COc1ccc(Cl)cc1NC(=O)NC(C)c1ccncc1 (stereo not given)	?	.
O=C(c1cc(-c2ccccc2)on1)N1CCCc2ccccc21	21.8%	.
c1ccc2c(c1)CC/C2=N/Nc1nc2ccccc2[nH]1	?	.
CCCc1nc(SCc2ccccn2)c2c(=O)n(C)c(=O)n(C)c2n1	?	.
CCOC(=O)c1cc(-c2ccccc2)n(CC(=O)Nc2ccc(OC)c(OC)c2)c1C	i	-28.7
Cc1ccc2c(c1)N(CC(=O)N1CCC(O)CC1)C(=O)CO2	4.2%	7.3
Clc1ccc(N2CCN(Cc3c[nH]c4ncccc34)CC2)cc1	15.0%	7.1
O=C(NCc1cccnc1)c1cc(Cl)ccc1[N+](=O)[O-]	?	.
COc1ccc(OCc2cc(C(=O)NC3CCc4ccccc43)no2)c(Cl)c1 (stereo not given)	?	.
O=C(c1cccc(N2CCCC2=O)c1)N1CCN(c2ccc(F)cc2)CC1	?	.
CC1CC(CCC(=O)NC(=S)Nc2ccc(S(N)(=O)=O)cc2)C(=O)O1 (stereo not given)	-11.5%	10.5
NNC(=O)c1nc(-c2cccc(-n3cccc3)c2)no1	?	.
COC(=O)c1[nH]c(C)c(/C(O)=C2\C(=O)C(=O)N(CCN3CCOCC3)C2c2cccnc2)c1C (stereo not given)	i	.
Cc1nc(CSc2ccc(Cl)cc2)cc(N2CCOCC2)n1	?	.

# Following part
SMILES,Lipid storage S3,Lipid storage S3 cell count max
CC1=CC(C)(C)NC(=S)N1c1cccc2ccccc12,3.8%,1.3
Cc1cccc(N2C(=O)C(Cl)=C(N3CCOCC3)C2=O)c1,-14.9%,-0.6
CCN(CC)c1ccc(/C=N/N2CC(=O)NC2=S)cc1,0.291µM*,-17.5*
Cc1cccc2sc(NC(=O)c3ccc(NS(=O)(=O)c4cccs4)cc3)nc12,?,.
CCC(=O)N1CCc2cc(Br)cc(S(=O)(=O)N3CCCC(C(=O)NC(C)(C)C)C3)c21 (stereo not given),i,6.3
c1ccc(CCc2ccccc2-c2nc(-c3cccnc3)no2)cc1,?,.
CC(C)[C@H](NC(=O)c1cccc(S(=O)(=O)N2CCOCC2)c1)C(=O)Nc1nc2ccccc2s1,18.4%,12.4
CCCn1c(=O)cc(N)n(-c2ccc(OC(F)(F)F)cc2)c1=O,0.6%,12.1
Cc1ccccc1C(=O)NCC(=O)NNC(=S)NC(=O)c1ccccc1C,20.9%,29.5
O=C(Cn1cnc2scc(-c3ccc(F)cc3)c2c1=O)N1CCOCC1,?,.
CN(C)CCNC(=S)Nc1ccccc1Cl,-10.5%,-18.8
Cc1c(C(=O)N2CCC(C)CC2)sc2ncn(CC(=O)N3CCC(C)CC3)c(=O)c12,i,5.2
O=C(NCc1ccc2c(c1)OCO2)c1cc(F)c(F)cc1Cl,?,.
Cn1cnc2cc(NCc3ccccc3Cl)ccc21,?,.
O=C(Nc1cccc(F)c1)c1c(O)c2cccc3c2n(c1=O)CCC3,-2.0%,-2.3
CCCCNC(=O)/C(C#N)=c1\s/c(=C\c2ccccc2OC(F)F)c(=O)n1CCCOC,6.0%,-0.5
CN1CCN(CC(=O)Nc2nc(-c3ccccc3)cs2)CC1,7.8%,0.2
CCOC(=O)c1sc(NC(=O)c2ccncc2)nc1C,-1.5%,12.6
Cc1c(C(=O)NCc2n[nH]c(=S)n2-c2ccc(F)cc2)cccc1[N+](=O)[O-],1.1%,16.1
COc1ccccc1CCN=C(N)NS(=O)(=O)c1ccc(C)cc1,?,.
N#CC1(NC(=O)CSc2nc3ncc(Cl)cc3[nH]2)CCCCC1,i,.
COc1ccccc1NC(=S)N1CCCC1,-2.6%,.
Cc1cc(C)cc(NC(=O)CN2C(=O)NC(C)(c3ccccc3)C2=O)c1 (stereo not given),?,.
CC(C)(C)c1ccc(SCCc2ccccn2)cc1,?,.
COc1ccc([C@H]2CC(=O)C=C(c3cccc(C(F)(F)F)c3)C2)cc1,?,.
Cc1cccc(OCC(=O)Nc2ccc(CN3CCOCC3)cc2)c1C,5.9%,13.4
Cc1ccc(N2C(=O)CC(NCc3ccc4c(c3)OCO4)C2=O)cc1Cl (stereo not given),?,.
CCOC(=O)c1cccc(S(=O)(=O)N(CCO)Cc2cc3cc(OC)ccc3[nH]c2=O)c1,i,-10.6
Cc1ccc(C)c(CSc2nnc(C)c(=O)n2N)c1,?,.
CCOC(=O)C1=C(N)N(c2ccccc2)C2=C(C(=O)CCC2)C1c1cccnc1 (stereo not given),-1.0%,11.1
COCCNC(=S)Nc1ccc2[nH]c(=O)[nH]c2c1,-2.9%,15.0
CSc1nc2c(c(=O)[nH]1)C(c1cccc(Cl)c1Cl)CC(=O)N2 (stereo not given),i,.
Cc1c(NP(=O)(Oc2ccccc2F)Oc2ccccc2F)c(=O)n(-c2ccccc2)n1C,5.9%,0.5
Nn1c(-c2ccccn2)nnc1-c1ccccn1,?,.
CCC(C)Nc1ccc(NC(C)CC)cc1 (stereo not given),?,.
COc1ccc(N(/N=C2\Sc3ccccc3C2=O)C(C)=O)cc1,?,.

# Only part of the results is shown (hit frequency here may not be typical).
